Compound activity as filed in PubChem BioAssay.
TRHR PAM – allosteric enhancers of human TRH receptor. enhancement, % at 2 µM. TRHR cells, fluo-8 calcium fluorescence, EC20 TRH enhancement. AID 493056. 360,000 tested, 0.66% active; in the data active means enhancement above about 30%; further: 0% is about no effect
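TRHR-expressing cells loaded with fluo-8 calcium dye were read kinetically (ex 480/em 530) during compound addition, then stimulated with an EC20 of TRH (10 nM final). Enhancement of the Gq-mediated intracellular calcium response was scored.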
RXFP1 antagonist – RXFP1 (human) relaxin receptor antagonism | AID 1259400 | 350,000 tested, 0.59% active | HEK293-RXFP1, relaxin-stimulated cAMP HTRF, 30 min; stronger effect = lower value | activity change, negative = inhibition, % at 57.5 µM;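 active means activity change of -60% or lower, but not beyond a set lower limit; inconclusive means change between -60% and -40%, or beyond the set limit; inactive means change above -40%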; further: on the % scale 0 is the no-effect control and ±100 the full control effect
Target sequence (Q9HBX9 whole entry, looked up): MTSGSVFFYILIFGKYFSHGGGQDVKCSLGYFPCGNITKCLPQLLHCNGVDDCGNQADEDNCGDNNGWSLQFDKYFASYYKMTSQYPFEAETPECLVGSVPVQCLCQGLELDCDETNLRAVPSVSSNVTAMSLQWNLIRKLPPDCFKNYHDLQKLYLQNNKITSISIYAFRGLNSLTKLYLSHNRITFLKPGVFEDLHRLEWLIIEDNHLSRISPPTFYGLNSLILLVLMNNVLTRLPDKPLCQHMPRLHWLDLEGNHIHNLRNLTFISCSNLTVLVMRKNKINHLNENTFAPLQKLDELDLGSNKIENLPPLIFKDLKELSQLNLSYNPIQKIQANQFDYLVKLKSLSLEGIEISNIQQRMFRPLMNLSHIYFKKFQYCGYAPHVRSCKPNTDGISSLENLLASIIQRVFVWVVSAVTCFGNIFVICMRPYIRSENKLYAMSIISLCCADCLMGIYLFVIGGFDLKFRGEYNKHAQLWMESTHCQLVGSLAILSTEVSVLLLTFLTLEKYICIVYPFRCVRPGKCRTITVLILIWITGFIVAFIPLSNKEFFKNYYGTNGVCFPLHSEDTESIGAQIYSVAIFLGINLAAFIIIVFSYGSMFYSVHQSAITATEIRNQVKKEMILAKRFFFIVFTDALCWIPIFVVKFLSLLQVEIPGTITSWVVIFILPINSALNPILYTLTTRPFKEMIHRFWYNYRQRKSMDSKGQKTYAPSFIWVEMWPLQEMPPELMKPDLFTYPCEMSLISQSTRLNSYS
D2 PAM – positive allosteric modulators of human D2 dopamine receptor. HEK293 T-REx D2, calcium flux, EC20 dopamine potentiation. potentiation, % at 10 µM. P14416. 340,000 tested, 0.34% active;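 active means potentiation over 3 SD above the plate norm, cut at about 30% in these data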; further: 0% is about no effect
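Cells plated with tetracycline inducer and held overnight at 30 C; calcium dye loaded 30–90 min at room temperature; baseline taken, compound added and read 180 s; EC20 dopamine then added and read 180 s.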
D1 antagonist – antagonists of human D1 dopamine receptor; P21728; 360,000 tested, 3.2% active; HEK293 TREx D1 cells, calcium flux, dopamine EC80; stronger effect = lower value; activity change, negative = inhibition, % at 10 µM; in the data active means activity change below about -30%; further: on the % scale 0 is the no-effect control and ±100 the full control effect
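Tetracycline-induced HEK293 Trex D1 cells, force-coupled to calcium, dye-loaded; compounds added and read 180 s, then EC80 dopamine added and calcium flux tracked kinetically another 180 s.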
TRHR agonist – agonists of human TRH receptor | P34981 | activation, % at 2 µM | 360,000 tested, 0.18% active | AID 493084 | TRHR cells, calcium flux fluo-8, FDSS agonist mode; in the data active means activation above about 30%; further: 0% is about no effect
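TRHR-expressing cells loaded with fluo-8 calcium dye; 23 nL library compound pin-transferred, kinetic FDSS fluorescence (Ex 480/Em 530) recorded about 180 s for agonist-induced calcium release, before a 10 nM TRH EC20 addition for potentiator mode.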
RXFP1 agonist – activates the human relaxin receptor RXFP1; Q9HBX9; HEK293T-RXFP1 cAMP TR-FRET, 30 min; response scale: percent of porcine relaxin response, buffer zero; Potency, µM (highest dose often 57.5 µM), without a hit: top-dose activation, usual class: activators; 370,000 tested, 0.3% active; AID 2676; further: potency means the concentration at half of the fitted maximal effect; on the % scale 0 is the no-effect control and ±100 the full control effect; nearly all actives have a fitted effect of over 60% in size; many of its hits are not listed in these tables
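HEK293T cells stably expressing RXFP1 were pretreated with the PDE4 inhibitor Ro 20174, exposed to compounds for 30 min at 37C, lysed, and cAMP was read by TR-FRET. Data normalized to buffer (basal) and 29 nM porcine relaxin (100%).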
D1 ag – human D1 receptor agonism | HEK293 T-REx D1 cells, calcium flux, agonist mode | 360,000 tested, 1% active | P21728 | AID 504660 | activation, % at 2 µM; in the data active means activation above about 30%; further: 0% is about no effect
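Agonism was scored from calcium flux recorded over 180 s (1 read/s) after pintool compound addition, following a 10-cycle baseline. Cells were inducible force-coupled HEK293 TREx D1, plated overnight at 30 C and loaded with no-wash calcium dye.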
D1 PAM – human D1 dopamine receptor positive modulation; P21728; HEK293 TREx D1 cells, calcium flux, dopamine EC20 potentiation; potentiation, % at 10 µM; 360,000 tested, 0.036% active; AID 504651; in the data active means potentiation above about 30%; further: 0% is about no effect
Anesthetic bind – candidate novel general anesthetic via apoferritin binding; P02791; 350,000 tested, 0.074% active; Potency, µM (top dose mostly 77.5 µM), for the others: at the top dose activity change, negative = displacement, most hits filed as inhibitors; AID 485281; apoferritin/1-aminoanthracene competitive binding, fluorescence; further: potency means the concentration at half of the fitted maximal effect; on the % scale 0 is the no-effect control and ±100 the full control effect; nearly all actives have a fitted effect of over 20% in size
Target sequence (P02791 2-175 limits assumed): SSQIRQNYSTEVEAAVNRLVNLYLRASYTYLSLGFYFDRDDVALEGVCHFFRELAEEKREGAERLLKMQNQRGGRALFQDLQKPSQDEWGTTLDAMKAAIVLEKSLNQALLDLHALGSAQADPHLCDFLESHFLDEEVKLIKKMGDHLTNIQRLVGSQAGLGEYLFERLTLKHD
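Steps: apoferritin (10 uM) was premixed with half-saturated 1-AMA in PBS, compounds were pin-transferred, plates stood 10 min at room temperature, fluorescence was read at 380/535 nm, and curves were fitted with a Hill equation.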
* hit, by the source's call; u = inconclusive; x = no result given; [ ] = remark or other dose. Unless noted, the call rests on the fitted dose curve; in most records, active means well fitted curve in the direction sought with a large enough effect; inconclusive means small, poorly fitted or top-dose-only effect, or another doubt; inactive means no such curve, though single readings can be large; an effect the other way counts as inactive or inconclusive. This is a subset; rates above refer to the full screens.

SMILES | TRHR PAM | RXFP1 antagonist | D2 PAM | D1 antagonist | TRHR agonist | RXFP1 agonist | D1 ag | D1 PAM | Anesthetic bind
COc1ccc(-c2nc(NC(=O)CSCCO)sc2C)cc1 | 0.6 | -19.9 | -1.1 | -5.5 | -3.0 | 3.8% | 6.9 | -10.2 | -11.2%
CCC(=O)N1CCN(c2ccc(NC(=O)c3ccc4c(c3)OCO4)cc2)CC1 | 0.1 | 9.5 | -4.7 | -13.1 | -1.0 | -1.8% | 2.8 | -4.0 | -7.0%
COCC1CCCN(Cc2cn[nH]c2-c2cc3ccccc3o2)C1 (stereo unspecified) | -5.6 | -5.8 | -13.3 | 6.9 | 0.9 | -4.1% | 1.4 | -4.0 | -6.4%
CCN(CC(=O)NCc1cccs1)C(=O)c1ccc(S(=O)(=O)N(CC)c2ccccc2)cc1 | -10.7 | -2.9 | 5.9 | -6.0 | -0.7 | -2.3% | 1.1 | 0.3 | x
COc1ccc(/C=N\NC(=O)c2c(C)nc3ccc(Br)cn23)cc1 | 0.1 | 8.0 | x | -14.9 | -0.1 | 7.2% | 1.5 | -6.6 | -4.0%
CN1CCCN(c2ncnc3scc(-c4ccc(F)cc4)c23)CC1 | 4.8 | -5.3 | -3.4 | -7.8 | 0.4 | 0.9% | 2.8 | -4.5 | -6.1%
CC(=O)Oc1ccc(Cn2cnc3cc4ccccc4cc32)cc1 | 4.1 | -3.8 | -8.5 | -42.0* | 0.5 | 2.1% | 11.3 | -10.2 | 3.6%
Brc1ccccc1C1N=C(c2ccccc2)NO1 (stereo unspecified) | 6.5 | 6.7 | -0.5 | -5.6 | 0.0 | -0.2% | 3.5 | -9.9 | u
NS(=O)(=O)c1ccc(NC(=O)COC(=O)c2cc([N+](=O)[O-])ccc2Cl)cc1 | 11.2 | -12.5 | 8.2 | 5.0 | -0.3 | 0.3% | 0.6 | 1.2 | -6.9%
CCC(=O)Nc1ccc2c(c1)nc(CCN1CCN(C)CC1)n2C | -8.4 | -6.4 | x | -3.1 | 0.1 | 1.2% | 1.0 | 0.5 | -2.7%
Cn1nnc(NC(=S)NC(=O)Cc2ccccc2)n1 | 3.3 | 15.9 | 3.7 | -5.7 | 0.1 | -1.4% | 1.6 | 4.8 | -18.0%
CCOc1ccc(NC(=O)CCc2nnc3ccc(N4CCN(C)CC4)nn23)cc1 | -1.5 | 25.2 | -6.9 | 5.4 | 0.3 | 13.6% | 2.8 | 1.5 | -3.7%
COc1ccc(CCNC(=O)CCN2N=C(c3ccccc3)CCC2=O)cc1OC | 2.3 | -3.3 | -4.6 | -8.5 | 0.0 | -1.9% | -1.5 | -0.6 | 9.7%
O=C(NC(=S)Nc1ccc(S(=O)(=O)Nc2nccs2)cc1)c1ccc(Br)o1 | -3.2 | 1.0 | 28.8 | -0.6 | 0.5 | -0.6% | -3.0 | 1.4 | -13.9%
CN(C(=O)c1ccc(Br)o1)C1CCS(=O)(=O)C1 (stereo unspecified) | -2.5 | -6.3 | 9.4 | 0.2 | 0.0 | -1.5% | 1.8 | -3.6 | 10.3%

Single records (already shown). Values in the order: TRHR PAM | RXFP1 antagonist | D2 PAM | D1 antagonist | TRHR agonist | RXFP1 agonist | D1 ag | D1 PAM | Anesthetic bind
`CCN(CC(=O)NCc1cccs1)C(=O)c1ccc(S(=O)(=O)N(CC)c2ccccc2)cc1` is listed as -10.7 | -2.9 | 5.9 | -6.0 | -0.7 | -2.3% | 1.1 | 0.3 | x
`CCOc1ccc(NC(=O)CCc2nnc3ccc(N4CCN(C)CC4)nn23)cc1` is listed as -1.5 | 25.2 | -6.9 | 5.4 | 0.3 | 13.6% | 2.8 | 1.5 | -3.7%
`CCC(=O)N1CCN(c2ccc(NC(=O)c3ccc4c(c3)OCO4)cc2)CC1` is listed as 0.1 | 9.5 | -4.7 | -13.1 | -1.0 | -1.8% | 2.8 | -4.0 | -7.0%

Other structures:
SMILES | TRHR PAM | RXFP1 antagonist | D2 PAM | D1 antagonist | TRHR agonist | RXFP1 agonist | D1 ag | D1 PAM | Anesthetic bind
O=C(O)C(CCCCN1C(=O)C2C3C=CC(C3)C2C1=O)N1C(=O)C2C3C=CC(C3)C2C1=O (stereo unspecified) | 0.4 | -0.9 | 0.5 | 3.8 | 0.5 | 0.1% | 1.1 | 1.8 | -9.7%
Cc1ccc2nc(-c3ccc(N4C(=N)SC5CS(=O)(=O)CC54)cc3)sc2c1 (stereo unspecified) | 4.6 | -3.6 | 4.9 | 7.2 | 0.5 | 0.7% | 9.4 | -1.3 | -5.8%
O=C1NCCc2cc3c(cc21)OCO3 | -1.9 | -0.5 | -17.0 | -5.5 | -0.3 | -3.5% | 0.7 | -5.4 | -4.2%
CC(=O)Nc1ccc(OCC(=O)N2CCC(Cc3ccccc3)CC2)cc1 | -1.6 | -3.7 | -14.1 | 6.1 | 0.2 | -0.9% | 4.3 | 6.3 | -5.1%
CCOC(=O)Cn1cnc2sc(C(=O)OC)c(C)c2c1=O | -4.2 | -4.9 | -1.7 | -6.1 | 0.5 | 6.3% | 4.0 | -2.2 | -6.3%
COc1ccc(-c2cc(C(=O)NCCc3ccc(S(N)(=O)=O)cc3)c3ccccc3n2)cc1 | -1.1 | 5.2 | 9.6 | -29.3 | 1.0 | 4.0% | 5.5 | -4.5 | 2.1%
O=C(N/N=C/C1CC2CCC1C2)c1c[nH]c2ccccc12 (stereo unspecified) | -0.2 | -4.1 | -15.5 | -2.9 | -0.2 | -2.3% | 3.1 | -4.5 | -16.9%
CC(=O)Nc1ccc(NC(=O)c2ccccc2Nc2ccccc2)cc1 | 12.1 | 1.2 | 5.5 | -3.0 | -0.9 | -3.7% | -0.6 | -6.0 | 0.0%
Cc1cccc(NC(=S)NC(C)CCc2ccccc2)c1 (stereo unspecified) | -5.8 | 4.0 | -21.3 | -21.7 | -0.3 | 0.4% | 4.7 | -0.8 | -11.4%
O=C(NCc1nnc(SCC(=O)N2CCN(c3ccccc3)CC2)o1)c1ccco1 | 4.5 | 12.2 | -5.5 | -5.7 | 0.5 | 1.1% | 0.0 | -2.4 | 2.9%
C/C(=N\Nc1cc(N2CCOCC2)ncn1)c1ccccc1 | 2.7 | 10.1 | 13.6 | 16.8 | -0.5 | -3.2% | -0.7 | -5.5 | -6.6%
O=C(COC(=O)c1ncc(Cl)c(Cl)c1Cl)Nc1cccnc1Cl | -5.7 | -24.8 | 6.4 | -2.5 | -0.6 | 5.0% | 2.8 | 4.8 | x
CCOc1ccc(NC(=O)c2ccc(F)c(S(=O)(=O)N3CCN(c4ccccn4)CC3)c2)cc1 | 0.4 | -13.2 | -0.2 | -8.3 | 0.3 | 0.0% | 6.0 | -7.3 | -9.3%
Cc1ccc2oc(=O)c3cnn(CC(=O)N(C)c4ccc(F)cc4)c3c2c1 | 0.7 | x | 6.2 | 11.5 | -0.8 | 3.0% | -1.7 | 1.8 | 6.9%
COC(=O)c1cccc(COC(=O)c2cccnc2SC)c1 | 4.2 | 0.4 | 4.3 | -5.8 | -0.2 | -0.3% | 5.4 | 6.8 | u
O=C(OCC#CCSc1nnc(-c2cccc3ccccc23)o1)c1cnc[nH]1 | 2.1 | x | x | -2.8 | -0.6 | 0.0% | 17.8 | 1.1 | x
CC(C)(C)c1ccc(C(=O)O)c(C(=O)c2ccc(C(=O)O)cc2)c1 | -2.0 | 6.8 | 10.9 | -1.0 | -0.5 | -3.9% | 7.1 | 9.9 | 4.0%
O=C(Nc1ccnc(=O)[nH]1)c1sc2ccccc2c1Cl | -8.0 | 1.8 | -5.4 | 0.6 | 0.5 | 0.0% | 2.2 | -7.2 | 2.0%
O=C(NCc1ccc(F)cc1)C1CCC(CNc2c(N3CCOCC3)c(=O)c2=O)CC1 (stereo unspecified) | 2.5 | -1.0 | 3.6 | -14.0 | 0.1 | -2.0% | 0.1 | -2.6 | -11.8%
Cc1cc2occ(CC(=O)N(C)CC(=O)Nc3ccccc3C(F)(F)F)c2cc1C | -4.9 | 7.2 | 11.3 | 1.5 | -0.3 | 1.8% | 4.7 | 0.8 | x
Cc1ccccc1/C=c1\s/c(=C\C(=O)C(C)(C)C)[nH]c1=O | 8.0 | -26.6 | 4.0 | -11.2 | -0.9 | 1.1% | 1.9 | -5.3 | 174.6%[activator]
CC(C(=O)NCc1cccnc1)N1C(=O)c2ccccc2C1=O (stereo unspecified) | -3.1 | -6.9 | 6.1 | -1.3 | 0.1 | 3.5% | -0.7 | -0.2 | 0.3%
COc1ccc(OC)c(Nc2ncnc3c2cnn3-c2ccc(C)cc2)c1 | -3.8 | -6.2 | 1.0 | -7.6 | 0.1 | -2.3% | -2.1 | 0.7 | 6.9%
CCN(CC)P(=O)(Nc1ccc([N+](=O)[O-])cc1)c1c(C)nn(CCC#N)c1NC(=O)c1ccc(Cl)cc1 (stereo unspecified) | -2.4 | -21.1 | x | 22.5 | 0.8 | 2.1% | 2.2 | -6.0 | -0.7%
Cc1ccc(OCC(=O)NN=C2c3ccccc3-c3ccccc32)cc1 | 6.0 | 16.7 | -4.3 | -18.0 | -0.1 | -1.3% | 2.1 | -2.2 | -13.3%
O=C(NC1CCCC1)c1ccc2nc(-c3ccco3)c(-c3ccco3)nc2c1 | 2.1 | -10.3 | -7.3 | 4.1 | -0.5 | 2.2% | 0.0 | -1.8 | 50.8%[activator]
CCOc1ccc(-c2nc3c(c(SCC(=O)N4CCCCC4)n2)Cc2ccccc2O3)cc1 | 4.7 | -4.2 | 1.3 | -7.3 | 1.0 | 1.5% | 1.8 | 1.6 | 2.2%
CS(=O)(=O)NCCNC(=O)c1cc(OCC(F)(F)F)ccc1OCC(F)(F)F | -3.3 | -1.3 | -3.3 | 10.2 | -0.4 | 2.4% | 0.4 | -3.4 | -8.5%
CCn1cnc2cc(NC(=O)c3ccc(C)cc3)ccc21 | 1.4 | x | 4.0 | 1.3 | 0.1 | 0.9% | 2.8 | 7.8 | -4.5%
Cc1onc(-c2ccccc2Cl)c1C(=O)Nc1ccc(-c2nnc3n2CCCCC3)cc1 | 8.2 | 2.1 | 0.5 | 4.9 | -0.6 | -0.6% | -0.3 | -1.8 | -21.1%
NS(=O)(=O)c1ccc(CCNC(=O)c2ccc(Cl)s2)cc1 | 2.7 | 2.6 | 0.7 | 3.2 | -0.9 | 3.2% | -0.2 | -8.1 | -1.1%
CCc1ccc2nc(N3CCN(C(=O)c4ccco4)CC3)sc2c1 | -1.7 | -32.7 | -0.4 | x | 0.1 | 0.5% | -1.0 | -1.6 | 7.0%
